Screening results as filed in PubChem BioAssay.
15-hLO inh = inhibitors of human 15-lipoxygenase (ALOX15); purified 15hLO-1, xylenol orange hydroperoxide absorbance; Potency, µM (series often up to 57.1 µM), for inactives: top-dose activity change, negative = inhibition, most hits filed as inhibitors; hit rate 1.4% among 74,000; note: potency is the fitted concentration of half-maximal effect; nearly all actives have a fitted effect of over 55% in size
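Compounds were preincubated 15 min at room temperature with 40 nM purified human enzyme (25 mM Hepes pH 7.5, 0.01% Triton X-100); 50 uM arachidonic acid reacted 6 min. Fe-xylenol orange detection, 30 min, absorbance ratio 573/405 nm.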
BRCT PPI green = inhibitors of human BRCA1 BRCT-phosphoprotein interaction (green fluorophore); P38398; BRCA1 BRCT-phosphopeptide binding, green fluorescence polarization; Potency, µM (titrated, usually from 76.9 µM), inactives show at the highest dose activity change, negative = inhibition, most hits filed as inhibitors; hit rate 0.05% among 75,000;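 note: potency is the fitted concentration of half-maximal effect; plate controls were peptide without protein for full effect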
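Compounds were incubated for 12 min at room temperature with a complex of 100 nM fluorescein-tagged pBACH1 decapeptide and 250 nM His-tagged BRCT protein. Buffer was phosphate pH 7.3 with EDTA, DTT and Tween 20. Disruption of binding lowers the polarization signal.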
USP2a inh = blocks human ubiquitin-specific protease USP2a; USP2a enzymatic assay, qHTS inhibition; Potency, µM (doses to about 38.3 µM), for inactives: top-dose activity change, negative = inhibition, most hits filed as inhibitors; hit rate 0.1% among 60,000; AID 927;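 note: potency is the fitted concentration of half-maximal effect; nearly all actives have a fitted effect of over 60% in size; plate controls were DMSO for no effect and NEM full inhibition control for full effect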
Target sequence (O75604 whole entry, looked up): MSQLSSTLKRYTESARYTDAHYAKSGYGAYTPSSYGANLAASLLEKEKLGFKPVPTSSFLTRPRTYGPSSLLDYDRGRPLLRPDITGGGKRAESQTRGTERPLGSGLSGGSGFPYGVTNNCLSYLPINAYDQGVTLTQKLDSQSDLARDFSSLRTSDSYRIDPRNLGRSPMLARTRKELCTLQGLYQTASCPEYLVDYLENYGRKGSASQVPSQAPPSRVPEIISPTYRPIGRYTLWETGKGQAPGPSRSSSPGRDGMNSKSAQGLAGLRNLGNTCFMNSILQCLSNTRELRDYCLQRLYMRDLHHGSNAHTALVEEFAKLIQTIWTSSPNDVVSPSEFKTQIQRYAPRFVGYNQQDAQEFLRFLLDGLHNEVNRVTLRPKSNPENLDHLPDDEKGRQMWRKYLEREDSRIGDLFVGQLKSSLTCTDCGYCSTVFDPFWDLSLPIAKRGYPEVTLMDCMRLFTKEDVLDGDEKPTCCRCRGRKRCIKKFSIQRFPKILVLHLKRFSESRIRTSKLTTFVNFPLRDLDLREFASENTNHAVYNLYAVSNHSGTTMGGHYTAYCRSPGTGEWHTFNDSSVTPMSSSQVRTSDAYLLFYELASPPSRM
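USP2 core (20 nM final) was preincubated with compound for 30 min at RT in 20 mM Tris-HCl pH 8.0, 2 mM CaCl2, 2 mM beta-mercaptoethanol; Ub-PLA2 (20 nM) plus NBD C6-HPC (20 uM) then added, fluorescence read after 2.5 h.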
BRCT PPI red = inhibitors of human BRCA1 BRCT-phosphoprotein interaction (red fluorophore); P38398; Potency, µM (doses to about 76.9 µM), without a hit: at the top dose activity change, negative = inhibition, usual class: inhibitors; BRCT-phosphopeptide binding, red fluorescence polarization; hit rate 0.03% among 75,000
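Rhodamine-labelled pBACH1 10-mer (100 nM) bound to BRCT domain (100 nM) at pH 7.3; compounds incubated 12 min room temperature, polarization read. Free peptide defines full inhibition; unlabelled decapeptide titrated as control.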
The depositor's hits bear a star; ? = inconclusive; & = joins results of further samples; [ ] = remark or other dose. Calls come from the whole dose curve; as a rule, active = well fitted inhibition curve with a large enough effect; inconclusive = small, poorly fitted or top-dose-only effect; inactive = no such curve, though single readings can be large or run the other way. Unless noted, % is set by controls: 0 for no effect and ±100 for the full control effect. Some of the compounds tested (hit frequency here may not be typical).

SMILES | 15-hLO inh | BRCT PPI green | USP2a inh | BRCT PPI red
CC(Oc1ccccc1)C(=O)NC1C(=O)N2C(C(=O)O)C(C)(C)S[C@@H]12 (some centres undefined) | 2.6% | -6.6% | 6.1% | 0.1%
COc1cc2c(cc1OC)C1(O)C(=O)c3ccc(O)c(C(=O)O)c3OC1CO2 (centres undefined) | -9.1% | -0.4%[3.08 µM] | 1.4% | -1.1%
CC(C)CC(NC(=O)CN)C(=O)NC(Cc1ccccc1)C(=O)O (centres undefined) | 1.5% | -0.9% | -13.9% | -3.0%
CC(=O)Oc1ccc2c(c1OC(C)=O)OCC1(O)Cc3c(cc(OC(C)=O)c(OC(C)=O)c3OC(C)=O)C21 (centres undefined) | -6.0% | -4.4% | 24.3% | 0.8%
OCC1O[C@H](Oc2ccc(O)cc2)C(O)C(O)C1O (some centres undefined) | 3.0% | -3.6% | -0.5% | -1.5%
COc1cc(OC)c2c(=O)c(OC)c(-c3ccc(OC)c(OC)c3)oc2c1 | -2.5% | 1.1% | 18.4% | -3.0%
COc1c(O)cc2c(-c3ccccc3)cc(=O)oc2c1OC | 1.6% | -0.6% | -12.4% | -0.5%
COc1cc(OC)c2c(c1Cl)OC1(C2=O)C(O)=CC(=O)CC1C (centres undefined) | 2.6% | -1.2%[3.08 µM] | 7.9% | 0.6%
CC(=O)OCC(=O)[C@]1(O)C(OC(C)=O)CC2C3CCC4=CC(=O)C=C[C@@]4(C)[C@]3(F)C(O)C[C@]21C (some centres undefined) | 1.1% | 1.3%[3.08 µM] | 6.4% | 0.0%
CC(=O)/C=C\C1[C@]2(C)CCCC(C)(C)C2CC[C@@]1(C)O (some centres undefined) | -3.2% | -2.8% | 2.6% | -0.2%
O=C(OC1Cc2c(O)cc(O)cc2OC1c1cc(O)c(O)c(O)c1-c1c(C2Oc3cc(O)cc(O)c3CC2O)cc(O)c(O)c1O)c1cc(O)c(O)c(O)c1 (centres undefined) | ? | -5.0% | 10µM* | -2.7%
CC1(C)C=Cc2cc3ccc(=O)oc3cc2O1 | -1.2% | -1.6%[3.08 µM] | 1.2% | 0.1%
CCN(CC)Cc1ccc(Nc2ccnc3cc(Cl)ccc23)cc1O | -3.1% | -2.1%[3.08 µM] | 29.1% | 0.8%
COc1ccc(-c2coc3c(OC)c(OC)cc(OC)c3c2=O)cc1 | 6.8% | -1.0%[3.08 µM] | -0.1% | 1.1%
CCC(C(=O)C(C)C(O)C(C)CCc1ccc(C)c(O)c1C(=O)O)C1OC(CC)(C2CC[C@@](O)(CC)C(C)O2)CC1C (some centres undefined) | -9.5% | -1.2%[3.08 µM] | 9.6% | -1.8%
CO/N=C1\CN(c2nc3c(cc2F)c(=O)c(C(=O)O)cn3C2CC2)CC1CN (centres undefined) | 7.9% | 0.8%[3.08 µM] | 2.0% | 2.8%
CC(C)=CCC[C@](C)(O)C1CC=C(C)CC1 (some centres undefined) | 12.6µM* | 1.0%[3.08 µM] | 7.9% | 0.8%
CCCCCCNC(=O)n1cc(F)c(=O)[nH]c1=O | -3.2% | -1.4%[3.08 µM] | -8.7% | 1.4%
COC(=O)CC1C2(C)CC34OC5(C)O[C@@]6(C7/C(=C(/OC)C(C)C)C(=O)OC(c8ccoc8)[C@@]7(C)C(OC(=O)C(C)C)C(OC)[C@]6(O5)[C@@]13C)C(OC)[C@]4(OC)C2OC(C)=O (some centres undefined) | -16.7% | 2.1%[3.08 µM] | 54.7%[activator] | -0.2%
CC(CCC(=O)O)C1CCC2C3CC[C@@H]4CCCC[C@@]4(C)C3CC[C@@]12C (some centres undefined) | -7.8% | -0.6% | -6.2% | 10.0%
CC(=O)OC1CCC23CC1(C)CCC2C(C)(C)CC3OC(C)=O (centres undefined) | 6.0% | -0.6% | -17.8% | -0.4%
C[C@]12CCC3c4ccc(OC(=O)c5ccccc5)cc4CCC3C1CCC2=O (some centres undefined) | -16.7% | 1.2% | -13.8% | 0.3%
CC1CC2C3CCC4=CC(=O)C=C[C@@]4(C)[C@]3(F)C(O)C[C@]2(C)[C@]1(O)C(=O)CO (some centres undefined) | 5.2%&3.2% | -2.5%&0.0%[3.08 µM] | 17.9%&-11.9% | 0.5%&1.9%
OC1C2COC(O2)[C@H](O)C1O (some centres undefined) | 1.6% | -2.5% | -0.9% | 0.3%
C=C1CCC2C(CC2(C)C)C(=C)CC/C1=N/O (centres undefined) | 0.4% | -0.2% | 6.4% | -1.4%
CC(=O)OC1CC(OC(C)=O)[C@]2(C)C(CC(=O)[C@]3(C)C2CC[C@@]2(C)C(C(=O)O)OC(=O)C4OC423)C1(C)C (some centres undefined) | -0.5% | 0.0%[3.08 µM] | -4.3% | 1.5%
CC(=O)NO | 3.4% | -0.4%[3.08 µM] | -7.6% | 2.0%
C=C[C@]1(C)CC(=O)[C@@]2(O)[C@@]3(C)C(O)CCC(C)(C)C3C(O)C(OC(C)=O)[C@@]2(C)O1 (some centres undefined) | -0.4% | -1.5%[3.08 µM] | 1.7% | 1.2%
COc1cc(C2c3cc4c(cc3C(O)[C@H]3COC(=O)C23)OCO4)cc(OC)c1OC (some centres undefined) | 9.3%&15.5% | 0.0% | -2.5%&-3.2% | 0.7%&-2.1%
CC(=O)OC1CC2C(C)(C)C(O)CC(O)[C@@]2(C)C2CC[C@@]3(C)C(=CC(=O)OC3c3ccoc3)[C@]12C (some centres undefined) | -8.3% | 0.1%[3.08 µM] | 50.9%[activator] | 1.4%

An excerpt from above with just BRCT PPI green and BRCT PPI red.
SMILES,BRCT PPI green,BRCT PPI red
CC(C)=CCC[C@](C)(O)C1CC=C(C)CC1 (some centres undefined),1.0%[3.08 µM],0.8%
CCCCCCNC(=O)n1cc(F)c(=O)[nH]c1=O,-1.4%[3.08 µM],1.4%

Further records
SMILES | 15-hLO inh | BRCT PPI green | USP2a inh | BRCT PPI red
COC1=CC(=O)C(C(=O)c2ccccc2)=CC1=O | ? | -2.0% | -22.9% | -3.2%
COc1cc(-c2coc3cc(OC)c(OC)c(OC)c3c2=O)cc(OC)c1OC | 3.6% | -0.2%[3.08 µM] | -3.6% | -0.3%
COc1cc(/C=C/C(=O)O)ccc1O | 2.8% | -1.4%[3.08 µM] | -13.7% | 0.7%
CC(=O)OC1CCC2C3CCc4cc(O)ccc4C3CCC12C (centres undefined) | ? | 40.9%[activator][3.08 µM] | -10.3% | 22.8%
COc1cc(O)c2c(c1)C(=O)c1cc(C)cc(O)c1C2=O | ? | -2.0% | 5.5% | -1.2%
COc1ccc(C2CC(=O)c3c(O)cc(O)cc3O2)cc1O (centres undefined) | -1.0% | 0.0% | 3.9% | -1.2%
COc1cc2c(cc1OC)C1C(=O)c3c(cc4c(c3O)C=CC(C)(C)O4)OC1CO2 (centres undefined) | -5.5% | -3.2% | 24.0% | 0.1%
CCCCCCCC/C=C/CCCCCCCCOP(=O)([O-])OCC[N+](C)(C)C | -2.6% | -2.1%[3.08 µM] | -3.8% | 0.5%
O=C(OCc1ccccc1)c1ccccc1 | 2.6% | -3.3%[3.08 µM] | -0.7% | 0.0%
NC(C(=O)O)[C@@H]1CC(Cl)=NO1 (some centres undefined) | -3.7% | -0.3%[3.08 µM] | -12.0% | 1.8%
O=C(/C=C/C(=O)Oc1ccccc1C(=O)O)Oc1ccccc1C(=O)O | -5.3% | 0.5% | -5.5% | 0.2%
C=C(C)C1COc2cc3oc(=O)ccc3cc2O1 (centres undefined) | 7.2% | -0.3%[3.08 µM] | -1.8% | 0.1%
COC(=O)Oc1ccccc1C(=O)O | -2.1% | -3.3% | -16.0% | 1.6%
CNC(=O)Oc1ccc2c(c1)[C@@]1(C)CCN(C)C1N2C (some centres undefined) | -10.7%&7.5%&-3.5% | -2.2% | -7.4%&-4.2%&-6.7% | 0.7%&0.6%&-0.3%
OCC(O)C(O)[C@H](O[C@H]1OC(CO)C(O)C(O)C1O)[C@H](O)CO (some centres undefined) | -2.3% | -1.0% | -10.6% | 0.4%

Next section (three carried over from the part before).
SMILES | 15-hLO inh | BRCT PPI green | USP2a inh | BRCT PPI red
COC(=O)Oc1ccccc1C(=O)O | -2.1% | -3.3% | -16.0% | 1.6%
CNC(=O)Oc1ccc2c(c1)[C@@]1(C)CCN(C)C1N2C (some centres undefined) | -10.7%&7.5%&-3.5% | -2.2% | -7.4%&-4.2%&-6.7% | 0.7%&0.6%&-0.3%
OCC(O)C(O)[C@H](O[C@H]1OC(CO)C(O)C(O)C1O)[C@H](O)CO (some centres undefined) | -2.3% | -1.0% | -10.6% | 0.4%
CCC(CCC(C)C1CCC2C3CCC4CC(O)CC[C@@]4(C)C3CC[C@@]12C)C(C)C (some centres undefined) | 0.9% | -0.9% | 3.0% | 0.9%
COc1cc(O)c(C)c(O)c1 | 0.0% | -4.1% | 1.0% | -0.6%
CC(C(=O)O)C1CCC2C3CC=C4CC(O)CC[C@@]4(C)C3CC[C@]12C (some centres undefined) | 8.8% | -1.1% | -4.7% | -2.7%
COC(=O)/C=C/C(C)=C/C=C/C(C)=C/C=C/C=C(C)/C=C/C=C(C)/C=C/C(=O)O | -17.7% | 0.4% | 16.1% | -3.3%
COC(=O)N/N=C/C1=C[N+](=O)c2ccccc2[N+]1=O | 2.9% | -0.7%[3.08 µM] | -15.2% | -0.1%
CC(=O)Oc1cc(OC(C)=O)c2c(c1)OC(c1ccc(OC(C)=O)c(OC(C)=O)c1)C(OC(C)=O)C2 (centres undefined) | -2.0%&-1.3% | 0.5%&-0.1% | 8.8%&23.9% | -1.2%&-1.3%
COC(=O)c1c(C)cc(OC)cc1O | -6.9% | -0.7% | -8.9% | 0.2%
Nc1nc2c(ncn2C2OC(CO)CC2O)c(=O)[nH]1 (centres undefined) | 12.4% | -1.2% | -3.4% | -1.1%
COc1ccc2c(c1OC)C(=O)O[C@H]2C1c2c(cc3c(c2OC)OCO3)CCN1C (some centres undefined) | 14.7%[25.6 µM] | 0.5% | 2.1% | -0.1%&0.4%
COc1ccc(CCC(=O)c2c(O)cc(OC3OC(CO)C(O)C(O)C3O[C@@H]3OC(C)C(O)C(O)C3O)cc2O)cc1O (some centres undefined) | -1.9% | 0.9%[3.08 µM] | -9.5% | 1.4%
CC(=O)OCC(=O)[C@@]12OC(C)(C)OC1CC1C3CC(F)C4=CC(=O)C=C[C@@]4(C)[C@@]3(F)C(O)C[C@]12C (some centres undefined) | -13.9% | -2.8%[3.08 µM] | -5.0% | -0.3%
O=C(O)c1nc2cc(Cl)c(Cl)cc2[nH]c1=O | -4.3% | -1.5% | -4.0% | 2.9%
CCCCCCCCCCCCCCC(C(=O)OC)C(O)(CC(=O)OC)C(=O)OC (centres undefined) | -6.6% | -3.6% | 62.6%[activator] | -3.2%
C=CC(C1=CC(=O)C(OC)=C(OC)C1=O)c1ccccc1 (centres undefined) | ? | -0.7% | ? | -2.5%
COc1ccccc1OCC(O)CN1CCN(CC(=O)Nc2c(C)cccc2C)CC1 (centres undefined) | -0.1% | -1.6%[3.08 µM] | 18.5% | -0.8%

Three compounds out of the list above, arranged by the number in BRCT PPI green, ascending.
mol,BRCT PPI green
C=CC(C1=CC(=O)C(OC)=C(OC)C1=O)c1ccccc1 (centres undefined),-0.7%
C=C1CCC2C(CC2(C)C)C(=C)CC/C1=N/O (centres undefined),-0.2%
COC(=O)/C=C/C(C)=C/C=C/C(C)=C/C=C/C=C(C)/C=C/C=C(C)/C=C/C(=O)O,0.4%
